Mtb RmlCD inh – M. tuberculosis RmlC/RmlD coupled enzyme inhibitors, primary screen, biochemical, compound mixtures, 384-well, from 1536-well plates; dTDP-4-dehydrorhamnose reductase (Mycobacterium tuberculosis (strain ATCC 25618 / H37Rv)) …; RmlC+RmlD coupled enzyme assay, percent inhibition; primary screen in compound mixtures; AID 1533, 2009; inhibition, % at 3.6 µM; 160,000 tested, 0.03% active; in the data active = inhibition mostly above about 34%, no sharp cut-off; inconclusive = no clear call, values can overlap the other calls; inactive = mostly below about 22%; note: some results filed as inactive read as strong as hits
Target sequence (P9WH09 whole entry, looked up): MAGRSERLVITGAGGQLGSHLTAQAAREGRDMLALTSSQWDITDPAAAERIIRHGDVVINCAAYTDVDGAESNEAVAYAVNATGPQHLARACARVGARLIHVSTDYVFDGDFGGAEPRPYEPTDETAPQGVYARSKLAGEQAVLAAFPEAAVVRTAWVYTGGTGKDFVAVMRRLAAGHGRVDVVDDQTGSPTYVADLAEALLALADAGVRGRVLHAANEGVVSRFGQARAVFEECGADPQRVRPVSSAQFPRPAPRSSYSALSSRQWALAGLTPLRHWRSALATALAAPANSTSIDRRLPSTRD
Target sequence (P9WH11 whole entry, looked up): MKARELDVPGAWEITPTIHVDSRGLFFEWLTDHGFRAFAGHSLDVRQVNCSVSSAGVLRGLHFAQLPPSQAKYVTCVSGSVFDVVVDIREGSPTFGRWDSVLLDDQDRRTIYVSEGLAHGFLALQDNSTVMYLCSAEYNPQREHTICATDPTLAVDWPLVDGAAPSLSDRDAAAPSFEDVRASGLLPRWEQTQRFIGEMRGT
GlmU inhibition – inhibition of mycobacterial GlmU enzyme – biochemical, glucosamine-1-phosphate acetyltransferase (AID 1376) | Bifunctional protein GlmU (Mycobacterium tuberculosis (strain ATCC 25618 / H37Rv)) | M. tuberculosis GlmU acetyltransferase enzyme assay; higher % means a stronger effect | inhibition, %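 (tested at 30 µM in the primary screen)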, or IC50 in µM where a hit was titrated | 220,000 tested, 0.25% active; in the data active = inhibition above about 13%; inconclusive = no clear call, values can overlap the other calls;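 note: 0% = complete reaction with vehicle and 100% = reaction without substrate; strong numbers were not always called active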
Numbers without * were called inactive; ? = inconclusive; / = no result given. A portion of the library (hit frequency here may not be typical).

SMILES	Mtb RmlCD inh	GlmU inhibition
Cc1ccccc1SCC(=O)Nc1cc(S(=O)(=O)N2CCOCC2)ccc1N1CCOCC1	11	-4.8%
CN(CC(=O)Nc1ccc(S(=O)(=O)N2CCCC2)cc1)CC(=O)Nc1cccc(F)c1	-14	-2.1%
O=C(Nc1ccc(Cl)cc1C(=O)NCC1CCCO1)c1ccc(Cl)cc1Cl (stereo unspecified)	?	-3.4%
COc1ccccc1N1CCN(C(=O)CN(C2CCCCC2)S(C)(=O)=O)CC1	/	1.4%
Cc1c(O)ccc(C(=O)CN2C(=O)c3ccccc3C2=O)c1O	/	1.4%
CCOC(=O)CSc1nnc(NCC(=O)OC)c(=O)[nH]1	-1	-4.4%
CCc1cc(=O)[nH]c(SCCC(F)=C(F)F)n1	/	-1.1%
COc1ccccc1CNC(=O)COC(=O)c1cc(-c2ccco2)nc2ccccc12	/	-0.2%
CC1=C(C(=O)Nc2ccccc2)C(c2ccc(C)o2)n2c(s/c(=C/c3ccccc3)c2=O)=N1 (stereo unspecified)	/	0.4%
COc1ccc([C@@H](C)NC(=O)CCc2nnc(-c3cc(C)on3)o2)cc1	/	1.0%
COc1ccccc1NC(=S)N(c1ccccc1)C(C)C	-15	3.6%
Cc1ccc(CS(=O)(=O)CCC(=O)N2CCC3(CC2)OCCO3)cc1	18	7.3%
CN1CCN(Cc2nc3c(c(=O)[nH]c(=O)n3C)n2Cc2c(F)cccc2Cl)CC1	/	-6.3%
CN1C(=O)CC(c2cn(Cc3ccccc3)c3ccccc23)C1=O (stereo unspecified)	4	4.2%
Cc1ccc(NC(=O)CS(=O)CC(=O)NCC2CCCO2)cc1 (stereo unspecified)	9	-2.4%
COCCn1c(-c2ccc(Cl)cc2)nc2c(c(=O)c3ccccc3n2C)c1=O	-6	-0.3%
Cn1ncc(N=Cc2ccccc2)c1C(N)=O	/	2.0%
O=C(CCc1ccc(S(=O)(=O)N2CCOCC2)cc1)Nc1nccs1	4	0.5%
Cc1ccc(CNC(=O)Cc2noc3ccccc23)cc1	8	-4.2%
C=CCN(Cc1cccc(OC)c1OC)S(=O)(=O)N(C)C	5	-1.0%
NS(=O)(=O)c1ccc(CNC(=O)/C=C/c2ccco2)cc1	7	3.8%
CCCCN(C)C(=O)Cn1c(=O)oc2cc(S(=O)(=O)N3CC(C)CC(C)C3)ccc21 (stereo unspecified)	-5	1.1%
COc1ccc(NC(=O)c2ccc(-n3cccn3)nc2)c(OC)c1	/	-3.0%
Cc1ccc(-c2nc3ccccc3c(=O)n2CCCn2ccnc2)cc1	/	-0.7%
COc1cccc(-n2c(SCC(=O)NCc3cccs3)nc3ccccc3c2=O)c1	2	-3.1%
SMILES	Mtb RmlCD inh	GlmU inhibition
CCC/C=C(\CCC)C(NP(=O)(c1ccccc1)c1ccccc1)c1ccccc1 (stereo unspecified)	/	3.0%
COc1ccc(-n2c(=O)c3c4c(sc3n3cnnc23)CC(C)CC4)cc1 (stereo unspecified)	/	-1.2%
Cc1cccc(OP(N)(=O)Oc2cccc(C)c2)c1	7	6.8%
C=CCNS(=O)(=O)c1ccc(OCC(=O)OC)cc1	/	4.8%
COc1ccc(N2CCN(C(=O)CCCn3c(=O)[nH]c4ccsc4c3=O)CC2)cc1	/	2.1%
O=C(NC(=S)NCCSc1ccccc1)c1cccnc1	3	-4.8%
COc1ccc(NS(=O)(=O)c2cccc(NC(=O)c3ccc(S(=O)(=O)N4CCCCCC4)cc3)c2)cc1	31	1.9%
O=C(Nc1ccccc1Cl)Nc1ccccc1Cl	-8	1.1%
O=C(CSc1ncnc2c1nnn2Cc1ccc(F)cc1)NC1CCCC1	/	7.4%
COc1ccc(S(=O)(=O)N2Cc3ccccc3CC2C(=O)N2CCOCC2)cc1OC (stereo unspecified)	2	4.0%
O=C(CSCc1nc2ccccc2[nH]1)N1CCN(c2ccc(F)cc2)CC1	9	-4.5%
Nc1c(C(=O)Nc2ccc(Cl)cc2)oc2ccccc12	-6	-1.9%
CN(C)CCC1c2ccc(Cl)cc2CCc2cccnc21 (stereo unspecified) (tested in a mixture with another compound)	-10	8.7%
CC1CCCN(C2=NC(=O)/C(=C/c3cn(-c4ccccc4)nc3-c3cccc(S(=O)(=O)N(C)C)c3)S2)C1 (stereo unspecified)	-5	3.4%
CN(C)S(=O)(=O)c1cccc(C(=O)Nc2ccccc2Cl)c1	8	-1.0%
COc1cc(/C=N\NC(=O)CC(=O)NCCc2ccccc2)ccc1O	9	-2.5%
Cn1c(=O)[nH]c(=O)c2c1nc(N1CCCCCC1)n2CCCSc1nnnn1-c1ccccc1	-4	-2.9%
c1ccc(CCNc2nnnn2-c2ccccc2)cc1	18	-3.2%
Cc1ccc(NC(=O)CSc2nnc3n2CCCCC3)cc1	6	1.2%
Cc1cccc(C(=O)OCC(=O)NCC(C)C)c1O	1	3.6%
CCOc1cc(N2CCOCC2)c(OCC)cc1NC(=O)CN1C(=O)NC(C)(C2CC2)C1=O (stereo unspecified)	/	-8.8%
CN(C)c1ccc(CC2C(=O)Nc3ccccc32)cc1 (stereo unspecified)	/	-0.4%
O=C(CNc1c(Br)cc(Br)cc1Br)NN=C1CCCCC1	2	-3.7%
CCO[C@@H]1OC(C(=O)N2CCN(Cc3ccccc3)CC2)=C[C@H](c2ccccc2)[C@H]1CCCO	/	1.3%
NC(=O)C1(NC(=O)[C@@H]2CC3(CC(c4cccc(NC(=O)[C@@H]5CCC(=O)N5)c4)=NO3)CN2C(=O)c2ccccc2)CC1 (stereo partly specified)	15	0.9%

In the list so far, these have an aryl thioether with sulfur outside any ring:
SMILES	Mtb RmlCD inh	GlmU inhibition
Cc1ccccc1SCC(=O)Nc1cc(S(=O)(=O)N2CCOCC2)ccc1N1CCOCC1	11	-4.8%
CCOC(=O)CSc1nnc(NCC(=O)OC)c(=O)[nH]1	-1	-4.4%
CCc1cc(=O)[nH]c(SCCC(F)=C(F)F)n1	/	-1.1%
COc1cccc(-n2c(SCC(=O)NCc3cccs3)nc3ccccc3c2=O)c1	2	-3.1%
O=C(NC(=S)NCCSc1ccccc1)c1cccnc1	3	-4.8%
O=C(CSc1ncnc2c1nnn2Cc1ccc(F)cc1)NC1CCCC1	/	7.4%
Cn1c(=O)[nH]c(=O)c2c1nc(N1CCCCCC1)n2CCCSc1nnnn1-c1ccccc1	-4	-2.9%
Cc1ccc(NC(=O)CSc2nnc3n2CCCCC3)cc1	6	1.2%

Going on with the list.
SMILES	Mtb RmlCD inh	GlmU inhibition
CC(=O)c1ccc(NC(=O)c2noc3c2CCC3)cc1	4	2.7%
O=C(COc1ccc([N+](=O)[O-])cc1)N/N=C/c1ccccn1	/	1.9%
O=P(O)(O)CP(=O)(O)O	/	3.0%
CO/N=C\CC(=O)Nc1ccc(F)cc1	2	2.5%
CCOC(=O)N1CCN(S(=O)(=O)c2ccc(C)c(C)c2)CC1	16	1.6%
O=c1c2ccccc2nc(N/N=C/c2c(O)ccc3ccccc23)n1O	2	/
CCOC(=O)c1c(-c2ccc(OC)cc2)csc1NC(=O)CCN1C(=O)c2ccccc2C1=O	-9	4.1%
Cc1cc(C(=O)O)c(C)n1C1CC1	8	-2.8%
O=C(CSc1ccc(-c2ccco2)nn1)c1ccccc1	7	2.5%
COc1ccccc1C(=O)Nc1ccc2nc(SCC(=O)N(C)C)sc2c1	-1	-0.2%
CCOc1ccc(NC(=O)CN2C(=O)NC(CCSC)C2=O)cc1 (stereo unspecified)	3	7.1%
Cc1cc(C)c(S(N)(=O)=O)c(C)c1-n1cnnn1	8	2.2%
CCCc1c(C(=O)Nc2cc(C(C)(C)C)on2)cnn1-c1ccccc1	/	-1.9%
COc1ccc(-c2nnc3n2N=C(c2cccc(Br)c2)CS3)cc1OC	12	5.5%
O=C1CC(SC(=Nc2ccccc2)Nc2ccccc2)C(=O)N1c1cccc(Cl)c1 (stereo unspecified)	8	-3.4%
CC(C)Cn1c(N)c(C(=O)COC(=O)C2CCCCC2)c(=O)n(C)c1=O	9	-3.5%
Nc1ccc(NC(=O)NC2CCCCC2)cc1[N+](=O)[O-]	9	0.2%
COc1ccc(N=Cc2c(O)n(Cc3ccccc3)c(=S)[nH]c2=O)c(OC)c1	89	2.7%
COc1ccc(C(C(=O)NC2CCCC2)N(C(=O)c2ccoc2C)c2ccccc2)cc1 (stereo unspecified)	/	0.2%
CCCCC1=CC2=CC(=O)C(C)(OC(=O)CC)C(=O)C2=CN1CCc1ccccn1 (stereo unspecified)	-9	4.1%
O=C(Nc1ccccc1OC(F)F)c1ccc(Br)o1	0	-0.2%
Cn1cccc1/C=N/NC(=O)C(O)c1ccccc1 (stereo unspecified)	-12	0.9%
Cc1cc(OCC(=O)Nn2cnnc2)ccc1Br	6	4.2%
CC(C)(C)CN1C(N)=NC[C@@H]1c1ccccc1	/	3.2%
CCc1cc2c(=O)c(-c3ccc4c(c3)OCCO4)c(C)oc2cc1OS(C)(=O)=O	-9	0.3%
SMILES	Mtb RmlCD inh	GlmU inhibition
N#CC1=C(N)SC(N)=C(C#N)C1c1ccnc2ccccc12	7	7.8%
Cc1cc(C(=O)CSc2nnc(-c3ccco3)o2)c(C)n1CC1COc2ccccc2O1 (stereo unspecified)	/	-2.2%
CCCC(C(=O)n1nc(C)cc1C)C(NS(=O)(=O)c1ccc(C)cc1)c1ccccc1 (stereo unspecified)	/	-2.8%
CC[n+]1c(C)cc(C)n1-c1ccccc1	11	-7.3%
CN(Cc1ccccc1)C(=C(Cl)Cl)C(=C1NCCN1)[N+](=O)[O-]	-4	-4.6%
O=C(NC(O)C(=O)c1ccccc1)c1cccs1 (stereo unspecified)	7	-2.7%
Cc1ccc(NC2c3ncccc3C(=O)N2Cc2ccco2)c(C)c1 (stereo unspecified)	7	-7.9%
CCOC(=O)c1cc2c(=O)n3ccccc3nc2n(C(C)C)c1=NC(=O)c1c(-c2ccccc2Cl)noc1C	-12	-1.5%
CCCCCCN(C(=O)CCCCCN1C(=O)NC(c2ccc(-c3ccccc3)cc2)C(C(=O)OCc2ccccc2)=C1C)C(C(=O)NCCCC)c1ccc(O)cc1 (stereo unspecified)	/	-5.2%
O=C(c1cc2nc(-c3ccc(Cl)cc3)cc(C(F)(F)F)n2n1)N1CCOCC1	5	-7.9%
O=C(Nc1ccc(-c2nc3ccccc3[nH]2)cc1)c1c(F)c(F)c(F)c(F)c1F	-8	-0.8%
CCCNC(=O)Cc1c(OC)ccc2cc(Br)ccc12	5	2.2%
CC(=O)C1=C(C)NC(SCC(=O)c2ccc(F)cc2)=C(C#N)C1CC(C)C (stereo unspecified)	7	1.1%
CCNc1sc(C(=O)c2cccs2)c(N)c1-c1nc2ccccc2s1	/	-2.6%
O=C(COC(=O)CCSc1ccccc1)NCc1ccccc1	-8	1.5%
COc1ccc(Br)cc1/C=N/NC(=O)c1ccc(OC)c(OC)c1	8	-2.1%
O=c1c2ccccc2[nH]c(=S)n1Cc1cccnc1	/	2.7%
Cn1cc2ccc(N)cc2n1	7	0.7%
CN(c1ccccc1C(=O)NCc1ccco1)S(C)(=O)=O	/	5.8%
CCN1CCn2c3c(c4cc(C)ccc42)CCCC31 (stereo unspecified)	12	-4.6%
c1csc(-c2nn3c(Cn4nnc5ccccc54)nnc3s2)c1	10	1.6%
CCN(/C=N/S(=O)(=O)c1ccc(Cl)cc1)CC	/	1.1%
Cc1ccc(S(=O)(=O)N2C(=O)C(c3ccccc3)SC2=Nc2ccccc2)cc1 (stereo unspecified)	/	-0.9%
CCCCCC(=O)Nc1ccc(S(=O)(=O)Nc2nccnc2OC)cc1	/	6.6%
CN1CCC(=NNC(=O)C(=O)Nc2cccc(Br)c2)CC1	1	0.5%

7 compounds drawn at random from the list so far:
SMILES	Mtb RmlCD inh	GlmU inhibition
CCCCCC(=O)Nc1ccc(S(=O)(=O)Nc2nccnc2OC)cc1	/	6.6%
O=C(NC(O)C(=O)c1ccccc1)c1cccs1 (stereo unspecified)	7	-2.7%
CCN1CCn2c3c(c4cc(C)ccc42)CCCC31 (stereo unspecified)	12	-4.6%
CC[n+]1c(C)cc(C)n1-c1ccccc1	11	-7.3%
CCN(/C=N/S(=O)(=O)c1ccc(Cl)cc1)CC	/	1.1%
Cn1cc2ccc(N)cc2n1	7	0.7%
COc1ccc(Br)cc1/C=N/NC(=O)c1ccc(OC)c(OC)c1	8	-2.1%

Remaining list, next part:
SMILES	Mtb RmlCD inh	GlmU inhibition
O=c1[nH]c(=O)n(-c2ccccc2F)c(O)c1C=NCCC1=CCCCC1	7	-2.5%
O=c1cc(CO)oc(CN2CCCC2)c1O	-9	0.6%
COC(=O)c1ccc2nc(NC(=O)C3CCCCC3)sc2c1	-16	-3.8%
Cc1cc(Br)ccc1OCC(=O)NNC(=O)c1cnccn1	-8	1.9%
COc1ccc(N2CCC(CNC(=S)Nc3cccc(C)c3)C2)cc1 (stereo unspecified)	-9	-8.8%
CN=C1C=C/C(=N/N=c2\ccn(O)cc2C)C=C1C	-8	0.1%
c1ccc(-c2n[nH]nc2-c2ccccc2)cc1	8	-0.5%
O=C(O)c1nn(CCSc2ccccc2F)c(=O)c2ccccc12	11	2.1%
O=C(COC(=O)c1cccnc1)Nc1ccc(F)cc1	/	-5.1%
O=C(NC1CCCCC1)C(c1ccc(F)cc1)N(CCc1ccccc1)C(=O)CN1C(=O)c2ccccc2S1(=O)=O (stereo unspecified)	/	-2.4%
COC(=O)c1c(C)oc(C)c1S(=O)(=O)Nc1ccccc1	-10	-0.8%
CN(C)c1ccc(C(=O)NC2(N3CCC3=O)CCCC2)cc1	-6	0.4%
C=CCc1cccc(C=Nc2cccn3cc(-c4ccccc4)nc23)c1O	-8	-4.6%
